Assay outcomes (PubChem)
esBAF inh: inhibitors of esBAF chromatin remodeling in mouse ES cells. Bmi1-luciferase knock-in reporter, 24 h; 100% = twice the neutral-well signal. reporter increase, % at 12.5 µM. 2% of 350,000 active; in the data active = activation above about 40%;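 also: 0% = median of the plate's neutral control wells and 100% = double that signal; a rise in the Bmi1 reporter signal indicates esBAF inhibition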
Xi reactivation: reactivates the inactive X chromosome in mouse fibroblasts; activation, % at 7.58 µM; 0.055% of 360,000 active; XiGFP mouse fibroblasts, % GFP-positive cells imaging, 3 d; cells co-treated with 5-aza-dC sensitizer; scaled so ellipticine positive control = 100%; AID 743238;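 active = mean normalized replicate activation at least 10% and every replicate at or above 10%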;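 also: 0% = median of on-plate neutral control wells and 100% = ellipticine 6 µM median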
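Material: XiGFP fibroblasts, SV40-immortalized; Buffer or medium: DMEM containing 5-aza-dC; Compound dosing: single point; Times: 3 days compound exposure.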
ERp5 block: ERp5 (human) disulfide isomerase inhibition; 0.05% of 350,000 active; ERp5 insulin aggregation, absorbance 650 nm, 90 min; inhibition, % at 9.99 µM; Q15084;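 active = mean replicate inhibition above about 25%, with every replicate also reaching it, limit read from the data, passing the limit was not always enough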
S100A4 MyoIIA: inhibitors of human S100A4 binding to myosin IIA peptide; P26447; S100A4/TAMRA-MyoIIA peptide fluorescence polarization; inhibition, % at 10.7 µM; 0.14% of 360,000 active; AID 652163;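 active = mean inhibition of at least 70% across replicates, with every replicate also reaching that level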
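Test system: S100A4 monomer protein. Medium: HEPES buffer with Ca2+, pH 7.2. Reagent: fluorescent myosin IIA peptide, 5 nM. Compound dosing: single-point compound testing. Timing: 5 min between mix addition and reading. Benchmarks: DMSO neutral and TFP positive wells.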
RAD54 branch: blocks human RAD54 Holliday junction branch migration. Q92698. FAM/BHQ fluorescence. inhibition, % at 10.4 µM. 0.14% of 360,000 active. AID 602329;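 active = mean normalized replicate activity at least 40 and at least half of replicates scoring 40 or more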;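 also: 0% = median of neutral control wells and 100% = median of positive control wells; inhibitors cause a drop in the FAM fluorescence signal; in these data hits start at about 50%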
RAD52 inh: inhibitors of human RAD52 DNA annealing. P43351. recombinant RAD52 DNA annealing, FRET fluorescence. inhibition, % at 18.7 µM. 0.46% of 360,000 active;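 active = every replicate showing at least 50% inhibition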
ERAP1 inh: blocks human ERAP1 aminopeptidase activity. 0.15% of 340,000 active. inhibition, % at 10.7 µM. AID 652197. Q9NZ08. recombinant ERAP1, Leu-AMC fluorescence, 60 min;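 active = mean replicate inhibition of at least 30%, or all replicates individually reaching that 30% level; inactive = mean below 30% and not every replicate reaching it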;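 also: 0% = neutral control wells and 100% = L-leucinethiol positive control wells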
E-selectin induc: induces E-selectin expression in human endothelial cells; 0.37% of 260,000 active; activation, % at 7.58 µM; AID 686992; HUVEC E-selectin immunofluorescence imaging; normalized: neutral wells 0, TNF-alpha wells 100; P16581;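 active = mean E-selectin-positive cell signal at least 10% of the positive control, reached in at least 60% of replicates, without over 20% cell loss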;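 also: in these data hits start at about 27%; measured in HUVEC primary endothelial cells; signal is the percent of cells scored E-selectin positive by PE staining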
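Read-out basis: % PE-positive cells; Test system: HUVEC primary endothelial cells; Technique: immunofluorescence imaging; Dosing: single-point compound dose.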
The depositor's hits bear a star; i = inactive; x = not tested or not shown; & = joins results of further samples.

Results follow in this order: esBAF inh, Xi reactivation, ERp5 block, S100A4 MyoIIA, RAD54 branch, RAD52 inh, ERAP1 inh, E-selectin induc
O=C(N/N=C/c1ccc(Br)cc1)c1ccccc1-n1cccc1
→ x, x, -6, -7, x, -5, 3, x
CCC(C(=O)OCC(=O)NC(=O)c1ccccc1OC)c1ccccc1 (stereo unspecified)
→ 4, 0.3, 0, -2, x, 0, 3, 0.1
COCCCNC(=O)C[C@@H]1C[C@@]2(C(=O)OC)CC(C)(C)CC=C2N(Cc2ccc3c(c2)OCO3)C1=O
→ x, 0.3, -5, -1, x, -11, 0, -0.1
COc1cc(-c2onc3ccc(Br)cc23)cc(OC)c1OC
→ x, 0.3, 1, -6, x, -20, 1, x
Cc1ccc(-c2cnc3c(c2)C(=O)N([C@@H](C)CO)C[C@H](C)[C@H](CN(C)C(=O)Cc2cccnc2)O3)cc1
→ -6, -0.6, 1, 2, 7, 21, -5, 0.2
COC(=O)[C@]12CCCCC=C1N(Cc1ccc3c(c1)OCO3)C(=O)[C@H](CC(=O)NCc1cccs1)C2
→ x, 0.1, -4, 3, x, -15, 1, -0.3
CN(C)/C=C/C1=CC(=O)CC(C)(C)C1
→ x, 0.0, -5, -109, x, i, -3, x
O=c1[nH]c(-c2ccccc2)nc(CN2CCCCC2)c1O
→ x, 0.1, -8, 2, x, -14, 1, -0.2
COc1ccc2c3c(n(C)c2c1)[C@H](CO)N(C(=O)c1ccccn1)CC31CN(C)C1
→ x, 0.3, -3, 2, x, 0, -4, -0.3
O=C(CCN1C(=O)/C(=C/c2ccccc2)SC1=S)N[C@@H](CO)Cc1ccccc1
→ 7, 0.3, 2, 0, 0, -11, 2, x
O=C(CSCc1c(F)cccc1F)Nc1ccccc1
→ 51*, 0.1, -2, 2, 12, -6, 0, x
C[C@H]1CN([C@@H](C)CO)C(=O)c2cc(C3=CCCC3)cnc2O[C@H]1CN(C)Cc1ccccc1
→ 0, -0.6, -2, -2, -16, 13, -4, 0.1
CC(=O)N1[C@@H]2c3cccc(=O)n3C[C@H]1[C@H](CO)[C@H]2C(=O)N1CCc2ccccc2C1
→ -5, 0.0, 4, 0, 0, -2, 1, -0.4
COC(=O)[C@@H](NC(=O)N1CCC(Cc2ccccc2)CC1)C(C)C
→ 1, 0.1, 1, -2, -9, 8, -1, -0.1
COC(=O)C[C@H]1CC[C@H]2[C@@H](COc3ccc(NC(=O)Nc4ccc(C)cc4)cc3C(=O)N2C)O1
→ 9, 0.2, -22, -7, 0, 1, -1, 0.0
CCS(=O)(=O)Nc1ccc2c(c1)C(=O)N(C)[C@@H]1CC[C@H](CC(=O)NCCCN3CCOCC3)O[C@H]1CO2
→ 1, 0.0, -2, -1, 0, -8, -4, 0.1
COc1ccc(OC)c(S(=O)(=O)Nc2cc3c(cc2N2CCCC2)n(C)c(=O)c(=O)n3C)c1
→ 5, 0.2, 0, -20, -10, 1, 6, x
CC1=C(C(=O)OCCCCCl)C(c2cc3c(cc2Br)OCO3)NC(=O)N1 (stereo unspecified)
→ -6, 0.0, 1, -2, 11, 0, 0, 0.1
Cc1ccc(S(=O)(=O)N(C)C[C@H]2OCCCC[C@H](C)Oc3ccc(NC(=O)Nc4ccccc4)cc3C(=O)N([C@@H](C)CO)C[C@H]2C)cc1
→ 0, -0.1, 3, -11, 1, -7, -5, x
Cc1cccc(N2CCN(C(=O)C3CCCN(S(=O)(=O)c4c(C)noc4C)C3)CC2)c1C (stereo unspecified)
→ 4, 0.2, 1, -3, 1, -1, -3, 1.3
COc1ccc(-c2c(C)oc3c(CN4CCOCC4)c(O)ccc3c2=O)cc1OC
→ 0, 0.1, -4, -6, 4, -8, -2, 0.0
O=C(C[C@@H]1CC[C@@H]2[C@H](COC[C@H](O)CN2Cc2cccc(-c3ccncc3)c2)O1)N1CCN(c2ccccc2)CC1
→ -18, 2.6, 0, -7, -5, 5, 2, -0.2
CC(C)NC(=O)N[C@H]1C=C[C@H](CC(=O)NC2Cc3ccccc3C2)O[C@@H]1CO
→ 1, -0.4, -1, 5, -1, 6, 6, -0.6
CCCC(=O)Nc1ccc2c(c1)C(=O)N(C)C[C@@H](OC)[C@H](C)CN(Cc1cncnc1)[C@@H](C)CO2
→ -1, 0.2, 0, 6, -9, 0, -1, 0.2
CCCc1c(C(=O)N/N=C(\C)c2ccccn2)nnn1-c1nonc1N
→ -50, -0.1, 9, 3, -15, 12, 4, 0.0
CC1CCC2(CC1)NC(=O)N(CC(=O)NC(=O)Nc1ccc3c(c1)OCCO3)C2=O (stereo unspecified)
→ -2, 0.6, 3, 1, -2, -13, x, 0.4
Cc1ccc2nc(NC(=O)COC(=O)c3ccncc3)sc2c1
→ x, -0.1, 5, -7, x, -16, 0, x
COc1cccc(C(=O)Nc2ccc3c(c2)OC[C@H](C)N(C(C)=O)C[C@@H](C)[C@@H](OC)CN(C)C3=O)c1
→ -6, 0.6, -1, 1, 10, -1, 3, 0.1
Brc1ccc2nc(-c3ccco3)c(Cc3ccccc3)n2c1
→ 9, 0.0, 12, -5, 0, -26, 2, x
CCOc1ccc(C(C(=O)NC2CCCC2)N(CCCO)C(=O)c2ccc(-c3ccccc3)[nH]2)cc1 (stereo unspecified)
→ 7, 0.1, 8, 5, x, -18, x, -1.8
COCCn1c(-c2ccccc2Cl)nc2c(c(=O)c3ccccc3n2C)c1=O
→ x, 0.0, 0, 1, x, -11, 0, 0.0
CC(=O)N(C)C[C@H]1Oc2ncc(C#C[C@@H](C)O)cc2C(=O)N([C@@H](C)CO)C[C@H]1C
→ 0, -0.1, 4, 9, -5, 2, -4, -0.3
COc1ccc2c(c1)CC/C(=C/c1ccco1)C2=O
→ x, 0.0, 2, -1, x, -39, 3, x
COc1cc2c3nnc(-c4ccc(F)cc4)c-3cn(Cc3ccccc3F)c2cc1OC
→ x, 114*, 0, 8, x, i, -4, x
CC(Oc1ccc(Br)cc1Br)C(=O)Nc1cccnc1 (stereo unspecified)
→ -8, 0.1, 0, -4, 6, -7, 3, -0.2
COc1ccccc1-c1cc(C(=O)N2CCCC2)no1
→ -59, 0.0, -6, 1, 4, -7, -3, x
Cc1cccc(Oc2cc(N)cc([N+](=O)[O-])c2)c1
→ x, 0.0, 2, -3, x, -5, -3, 17
CCCN1[C@@H]2c3ccc(C4=CCCC4)c(=O)n3C[C@@H]2[C@@H](CO)[C@@H]1C(=O)NC1Cc2ccccc2C1
→ 6, 0.1, -5, -4, 1, -81, 2, 0.1
O=C(COC(=O)COc1ccc(Cl)cc1Br)NC1CC1
→ x, 0.0, -4, 0, x, 1, -1, -0.1
Oc1ccc(-c2n[nH]c(C(F)(F)F)c2-c2ccccc2)c(O)c1
→ x, 0.1, -2, -7, x, -3, 1, 1.7
COc1ccc(NS(=O)(=O)c2cccc(C(=O)N3CCN(c4ccccc4O)CC3)c2)cc1
→ x, 0.0, 0, -2, x, 7, 0, -0.1
COc1cccc2cccc(/C=N/n3cnnc3)c12
→ 0, 0.0, 1, 1, x, -7, 2, x
Cc1cccc(C)c1NC(=O)C1(N(C(=O)c2ccccn2)c2ccc(O)cc2)CCCCC1
→ x, 0.0, 0, 1, x, 2, 2, x
CCOc1ccc(CCNC(=O)c2cccc(S(=O)(=O)N3CCN(C(C)=O)CC3)c2)cc1OCC
→ -5, 0.3, -4, 21, -1, -1, -1, x
O=C(CSc1ncn[nH]1)Nc1ncc(C(F)(F)F)cc1Cl
→ -2, 0.2, 5, 9, x, -14, -4, -0.8

Three entries already listed, sorted by their value in ERAP1 inh, highest first:
SMILES,esBAF inh,ERp5 block,S100A4 MyoIIA,RAD52 inh,ERAP1 inh
COc1ccc2c(c1)CC/C(=C/c1ccco1)C2=O,x,2,-1,-39,3
O=C(COC(=O)COc1ccc(Cl)cc1Br)NC1CC1,x,-4,0,1,-1
O=C(CSc1ncn[nH]1)Nc1ncc(C(F)(F)F)cc1Cl,-2,5,9,-14,-4

Additional records follow.
Results follow in this order: esBAF inh, Xi reactivation, ERp5 block, S100A4 MyoIIA, RAD54 branch, RAD52 inh, ERAP1 inh, E-selectin induc
COc1ccc(NC(=O)c2cc(-c3ccccc3)on2)cc1OC
→ 6, 0.0, -5, 2, -16, -19, 0, x
CC(=O)N1CCN(c2ccc(N3CCN(Cc4ccccc4)[C@@H](C)C3)c(C)c2)[C@@H](C)C1
→ x, 0.5, 3, -19, x, 4, 2, 0.8
C[C@@H]1CN([C@@H](C)CO)C(=O)CCCn2cc(nn2)CO[C@H]1CN(C)S(=O)(=O)c1ccc2ccccc2c1
→ 1&-2&-2, 0.0&-0.6, 3&15, 2&0, -1&-8, -8&12, -5&-1, 0.0&-0.2
CC(OC(=O)Nc1ccccc1)C(=O)OC1CCCCC1 (stereo unspecified)
→ 17, 0.0, -2, 4, -4, -14, 0, -0.2
CCS(=O)(=O)N1CCC(C(=O)Nc2cc([N+](=O)[O-])ccc2C)CC1
→ -1, 0.8, -2, 4, -3, -9, -1, -0.2
COc1ccc(C(=O)Nc2ccc(S(=O)(=O)Nc3nccc(C)n3)cc2)cc1
→ -5, 0.0, -11, -4, -11, -26, 2, x
COc1ccc(C(=O)N2CCCC(C)(C(=O)NS(=O)(=O)C3CC3)C2)c(OC)c1 (stereo unspecified)
→ 0, 0.0, 0, -1, 0, -7, 11, 0.1
O=C(CCNC(=O)c1ccco1)Nc1cccc(Br)c1
→ x, 0.0, 0, 34, x, -29, -4, 3.2
COc1cc2c(cc1OC)-c1cc3ccc4c(c3c[n+]1CC2)OCO4
→ 4, 0.0, -7, 2, -11, -437, -2, 1.0
C[C@H](CO)N1C[C@H](C)[C@H](CN(C)S(C)(=O)=O)Oc2cc(C#Cc3ccccc3)ccc2S1(=O)=O
→ 4, -2.0, -1, 18, -5, -20, -3, 0.1
COc1ccc(C[C@H]2CCn3cc(nn3)COC[C@H](Cc3ccccc3)NC2=O)cc1
→ x, -0.1, -5, 16, x, -6, 1, 0.0
CN(C(=O)CN1C(=O)NC(C)(CCc2ccccc2)C1=O)c1ccccc1 (stereo unspecified)
→ -7, -0.1, -4, -1, x, -13, 0, -1.3
O=[N+]([O-])c1ccc(O)c(/C=N/Nc2nn[nH]n2)c1
→ 4, 0.5, -5, 2, -5, -26, 1, x
CN1[C@@H]2CC[C@H]1CC(OC(=O)C(O)c1ccccc1)C2 (stereo partly specified)
→ 3, 0.1, 5, -1, -25, -6, 3, 0.0
CCc1nc2ccc(C(=O)NCCOc3ccc(OC)cc3)cn2c1N(CC)CCN(C)C
→ 9, 0.2, 5, -4, 0, -7, 0, -0.3
COCC(=O)N(C)C[C@H]1Oc2ncc(-c3ccc(C#N)cc3)cc2C(=O)N([C@H](C)CO)C[C@H]1C
→ 1, 0.2, 3, 1, 3, 6, 1, -0.6
COc1cccc(OC)c1C(=O)NCCSC1CCCCC1
→ -5, 0.0, -2, -11, 3, -14, 1, x
C/C(=N/NC(=O)c1ccc(Br)o1)c1cccc(NC(=O)c2ccc(F)cc2)c1
→ 12, -0.1, 5, -2, 3, -1, -6, 0.0
CCOC(=O)C1=CN(Cc2cccc(F)c2)S(=O)(=O)N(CC)C1c1ccccc1 (stereo unspecified)
→ 2, 0.1, -5, 4, 1, -13, 5, -0.6
N#C/C(=C\c1c[nH]c2ccccc12)C(N)=O
→ x, 0.0, -3, 5, x, -25, 9, x
Cc1cccnc1CN1CCN(C(=O)CCc2nnc(CCc3ccccc3)o2)CC1
→ 29, 0.1, 1, -20, -7, -33, -4, x
O=C(CN1CCN(S(=O)(=O)/C=C/c2ccccc2)CC1)Nc1ccccc1N1CCOCC1
→ x, -0.1, 2, -6, x, -16, 1, -0.3
CSc1cccc(N/C(=N/S(=O)(=O)c2ccccc2)NN)c1
→ -4, -0.1, 4, 12, 0, 0, 3, 0.0
CC1CCC2(CC1)NC(=O)N(CC(=O)Nc1ccc(N3CCOCC3)cc1)C2=O (stereo unspecified)
→ 3, 0.2, 5, -5, -5, -5, 4, x
